tim10-1 inh: inhibits growth of tim10-1 mutant yeast. S. cerevisiae tim10-1 ts strain growth, BacTiter-Glo, 24 h. inhibition, % at 20 µM. 330,000 compounds, 2.2% hits. AID 463190;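 active = inhibition of at least 40%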;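 note: mutant grown at 25 °C; 0% = DMSO wells with yeast and 100% = wells holding no yeast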
GRIN3A LBD mod: NR3A (human) ligand-binding domain modulation; NR3A LBD differential scanning fluorimetry, Tm shift; 0% = protein alone, 100% = glycine-bound protein; 340,000 compounds, 2.5% hits; Tm shift relative to glycine control, % at 25 µM; AID 1259313;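 active = melting temperature shift of at least 10% of the positive control shift, at one fixed dose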
NLRP3 yeast inh: blocks the NALP3 inflammasome reconstituted in yeast; 330,000 compounds, 0.39% hits; Yeast reconstituted NLRP3/ASC/caspase-1, beta-gal luminescence, 24 h; inhibition, % at 10 µM;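 active = inhibition of 50% or more; inactive = inhibition below 50%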;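 note: plate controls were induced DMSO wells for no effect and uninduced yeast grown without galactose for full effect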
MPTP block: blocks calcium-induced mitochondrial swelling | isolated mouse mitochondria, Ca2+ swelling absorbance, 30 min | inhibition, % at 10 µM | 360,000 compounds, 1.4% hits | AID 602449;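 active = inhibition of 50% or more, scaled per plate between neutral and stimulator controls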;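 note: 0% = DMSO wells given calcium and 100% = 1 mM EGTA wells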
TIM10 inh: inhibits growth of TIM10 yeast strain | S. cerevisiae TIM10 strain growth, BacTiter-Glo luminescence, 24 h | inhibition, % at 10 µM | 330,000 compounds, 1.4% hits;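 active = inhibition of 40% or more at the single tested concentration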;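 note: wild-type TIM10 isogenic control strain grown at permissive 25 °C; 0% = DMSO yeast wells and 100% = minimal medium wells without yeast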
beta cell repl: inducers of beta-cell replication in MIN6 cells. MIN6 cells proliferation, ATPlite luminescence, 48 h; cells starved in 0.2% serum; 100% = growth in 10% serum. proliferation, % at 10 µM. 330,000 compounds, 0.29% hits. AID 2380;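 active = compounds whose signal lies at least 3.5 SD above the mean of all wells on their plate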;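 note: 0% = DMSO-treated cells in low-serum medium and 100% = 10% serum control; some compounds called inactive have numbers as strong as hits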
APJ agonist: APJ receptor agonism. P35414. CHO-K1 APJ PathHunter beta-arrestin, luminescence; 0% DMSO wells, 100% apelin. activation, % at 20 µM. 330,000 compounds, 0.11% hits. AID 2520;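 active = activation more than six SD over the plate average, tested at 20 µM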;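 note: 0% = DMSO alone and 100% = apelin-13 at 10 nM; some results filed as inactive read as strong as hits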
Target sequence (P35414 whole entry, looked up): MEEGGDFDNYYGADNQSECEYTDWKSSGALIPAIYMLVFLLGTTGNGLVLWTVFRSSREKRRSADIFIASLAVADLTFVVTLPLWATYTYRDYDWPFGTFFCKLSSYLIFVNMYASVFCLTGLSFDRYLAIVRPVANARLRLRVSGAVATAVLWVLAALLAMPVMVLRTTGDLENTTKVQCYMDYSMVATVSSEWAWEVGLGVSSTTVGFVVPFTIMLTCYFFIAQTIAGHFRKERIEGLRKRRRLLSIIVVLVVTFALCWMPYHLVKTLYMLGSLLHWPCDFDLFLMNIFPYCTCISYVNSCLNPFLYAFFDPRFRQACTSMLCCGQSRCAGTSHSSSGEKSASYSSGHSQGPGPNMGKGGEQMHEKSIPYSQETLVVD
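system = engineered CHO-K1 APJ arrestin reporter cells | input = 1000 cells per well | timing = overnight seeding, 90 min compound at 25 °C, 1 h detection | measured by = enzyme-fragment complementation luminescence | read-out = beta-arrestin recruitment to APJ as agonist activity, luminescent signal | control set = negative DMSO alone, positive Apelin-13 at 10 nM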
APJ antagonist: blocks the human apelin receptor APJ. P35414. 330,000 compounds, 0.32% hits. inhibition, % at 20 µM. CHO-K1 APJ beta-arrestin complementation, luminescence. AID 2521;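 active = inhibition above about 40% at 20 µM, limit read from the data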;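 note: cells challenged with 10 nM apelin-13 agonist together with compound; plate controls were apelin-13 plus DMSO wells for no effect and DMSO wells lacking apelin-13 for full effect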
tim23-1 inh: growth inhibitors of tim23-1 mutant yeast. S. cerevisiae tim23-1 growth, BacTiter-Glo luminescence, 24 h. inhibition, % at 20 µM. 330,000 compounds, 1.3% hits;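 active = growth inhibition of the mutant yeast at or above 50%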;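 note: temperature-sensitive mutant grown at 25 °C; plate controls were DMSO-treated mutant yeast for no effect and medium wells lacking yeast for full effect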
* marks the source's active call; other numbers are inactive results; . = not tested or not shown. Rows are unselected. Share with any hit: about 7.2%.

# | compound | tim23-1 inh | APJ agonist | TIM10 inh | GRIN3A LBD mod | tim10-1 inh
1 | CN(c1ccc(OCC(=O)N2CCN(c3ccc(F)cc3)CC2)cc1)S(=O)(=O)c1cccs1 | 24 | -2 | 27 | 0 | 7
2 | Cc1ccc(Nc2nc3nonc3[nH]c2=O)cc1C | -11 | 0 | -5 | -6 | -23
3 | FC(F)(F)c1cccc(-c2nc(COc3ccc(Cl)cc3Cl)no2)c1 | 8 | -1 | 10 | -5 | -1
4 | Cc1cc(NC(=O)COC(=O)c2ccc(C)c(C)c2)no1 | 8 | -5 | -13 | 2 | -9
5 | Nc1cc(N)nc(SCc2cccc(F)c2)n1 | 6 | -2 | 7 | 1 | -3
6 | CCOc1ccc(-c2nnn(CC(=O)c3cc(OC)ccc3OC)n2)cc1 | -5 | -3 | 9 | 4 | 9
7 | CCc1nc(C)c(C#N)c2cc(OC)c(OC)cc12 | -1 | -2 | 14 | 0 | 24
8 | O=C(CNc1n[nH]c(=O)[nH]c1=O)N/N=C/c1ccccc1 | 11 | -1 | -7 | 0 | -9
9 | CCOc1ccc(NS(=O)(=O)c2cc3c(cc2C)N(C)CCO3)cc1 | 33 | 0 | 11 | -2 | 18
10 | O=C(COc1ccc(Br)cc1Cl)NC(=S)Nc1ccccn1 | 6 | -3 | 2 | -2 | 4
11 | CCC1CCCCN1S(=O)(=O)c1ccc(NC(=O)c2nc(S(C)(=O)=O)ncc2Cl)cc1 (stereo unspecified) | 38 | -7 | 24 | -8 | 54*
12 | CCOC(=O)c1cccc(NC(=O)CSc2nnc(C)n2Cc2ccccc2)c1 | 4 | 3 | 0 | -7 | 8

# | APJ antagonist | beta cell repl | MPTP block | NLRP3 yeast inh
1 | -12 | -2 | -2.0 | 15
2 | 5 | -1 | 69* | 16
3 | 6 | -2 | 4.6 | 12
4 | 7 | -3 | 0.1 | 25
5 | 7 | -4 | 0.8 | 14
6 | -6 | -1 | 2.8 | 17
7 | 15 | 0 | -1.0 | 17
8 | -9 | -1 | . | 7
9 | 1 | 2 | 0.9 | 3
10 | 10 | -5 | 2.2 | 9
11 | 60* | -8 | -3.7 | -2
12 | 17 | -2 | -0.8 | 9

Of the compounds above, these have an aryl methoxy group.
# | compound | tim23-1 inh | APJ agonist | TIM10 inh | GRIN3A LBD mod | tim10-1 inh
6 | CCOc1ccc(-c2nnn(CC(=O)c3cc(OC)ccc3OC)n2)cc1 | -5 | -3 | 9 | 4 | 9
7 | CCc1nc(C)c(C#N)c2cc(OC)c(OC)cc12 | -1 | -2 | 14 | 0 | 24

# | APJ antagonist | beta cell repl | MPTP block | NLRP3 yeast inh
6 | -6 | -1 | 2.8 | 17
7 | 15 | 0 | -1.0 | 17

(cont.)
# | compound | tim23-1 inh | APJ agonist | TIM10 inh | GRIN3A LBD mod | tim10-1 inh
13 | Cn1c(=O)n(C)c2cc(S(=O)(=O)N3CCCCC3)ccc21 | 2 | -3 | 8 | -2 | -14
14 | Cc1ccc(-c2nc3c(c(=O)[nH]c(=O)n3CC(C)C)n2CC(C)C)cc1[N+](=O)[O-] | 26 | -3 | 19 | -3 | 13
15 | COc1ccc(-c2csc(/C(C#N)=C\c3ccc(OC)c([N+](=O)[O-])c3)n2)cc1 | 8 | 0 | 6 | 33* | 1
16 | Cc1cnc(C(=O)Nc2cc(F)ccc2C)cn1 | 2 | -3 | 9 | 5 | 7
17 | CC(C)(C)NC(=O)NC(=O)COC(=O)CNS(=O)(=O)/C=C/c1ccccc1 | 5 | -4 | 9 | 5 | 0
18 | CCCCCCOc1ccc(N2C(=O)CC(S/C(N)=N/N=C(\C)c3cccs3)C2=O)cc1 (stereo unspecified) | 8 | -1 | 5 | 9 | 5
19 | O=C(Cc1ccccc1)Nc1ccc2oc(=O)ccc2c1 | 1 | -2 | -5 | -1 | 10
20 | CCN(C1CCCCC1)S(=O)(=O)c1ccc(C(=O)O)cc1 | -4 | -5 | 0 | 1 | 6
21 | CCOC(=O)CSc1nnc(-c2cccc(Cl)c2)n1CC | 28 | -4 | 12 | 1 | 15
22 | COC(=O)c1ccc(N2CCN(C)CC2)c(NC(=O)COc2ccccc2Cl)c1 | 21 | 2 | 5 | -2 | 23
23 | COc1ccc(/C=N/NC(=S)Nc2ccccc2)cc1COc1ccccc1F | -11 | 0 | 6 | . | 12
24 | CS(=O)(=O)c1ccc2nnn(OCC(=O)Nc3ccc(Br)cc3Br)c2c1 | 2 | -1 | 8 | 2 | 21

# | APJ antagonist | beta cell repl | MPTP block | NLRP3 yeast inh
13 | 4 | 0 | -0.5 | 6
14 | -1 | 2 | -1.3 | 16
15 | -40 | 1 | 1.0 | 5
16 | 18 | 0 | 3.0 | 12
17 | -5 | 0 | -1.7 | 11
18 | -6 | -2 | 7.5 | 5
19 | -3 | -2 | -0.8 | 10
20 | 16 | -5 | 0.4 | 5
21 | 1 | -3 | 0.6 | 12
22 | 20 | -6 | 0.3 | 17
23 | 0 | -1 | . | 4
24 | 18 | -6 | 0.2 | 6

Taken from the results shown for reference:
# | compound | tim23-1 inh | APJ agonist | TIM10 inh | GRIN3A LBD mod | tim10-1 inh
22 | COC(=O)c1ccc(N2CCN(C)CC2)c(NC(=O)COc2ccccc2Cl)c1 | 21 | 2 | 5 | -2 | 23
23 | COc1ccc(/C=N/NC(=S)Nc2ccccc2)cc1COc1ccccc1F | -11 | 0 | 6 | . | 12
24 | CS(=O)(=O)c1ccc2nnn(OCC(=O)Nc3ccc(Br)cc3Br)c2c1 | 2 | -1 | 8 | 2 | 21

# | APJ antagonist | beta cell repl | MPTP block | NLRP3 yeast inh
22 | 20 | -6 | 0.3 | 17
23 | 0 | -1 | . | 4
24 | 18 | -6 | 0.2 | 6

Additional results follow.
# | compound | tim23-1 inh | APJ agonist | TIM10 inh | GRIN3A LBD mod | tim10-1 inh
25 | O=C(NCCCc1ccccc1)C(=O)NCC1OCCN1S(=O)(=O)c1ccccc1 (stereo unspecified) | 12 | 1 | 1 | -1 | -1
26 | CCOC(=O)C(NC(=O)CC)(Nc1ccccc1OC)C(F)(F)F (stereo unspecified) | 13 | 1 | 12 | -2 | 2
27 | O=C(C[C@H]1C/C=C\CC[C@H](Cc2ccc(F)cc2)C(=O)O[C@@H](c2ccccc2)CNC1=O)N[C@H](CO)Cc1ccccc1 | -9 | 0 | -3 | -5 | -7
28 | COC(=O)c1cccc(COC(=O)c2cc3ccccc3oc2=O)c1 | 27 | -5 | 15 | 1 | 16
29 | Cc1ccc(-c2nnc(C)c(N3CCCC3)n2)cc1 | 54* | -1 | 29 | -2 | 42*
30 | Cc1ccc(-c2csc(-c3ccncc3)n2)cc1 | -50 | 1 | 18 | -26 | 16
31 | O=C(CSc1nc(-c2ccco2)cc(C(F)(F)F)n1)NCCN1CCOCC1 | 10 | 2 | -12 | 0 | 0
32 | Cc1ccc(NC2=CC(=O)CC(c3ccco3)C2)c(N)c1 (stereo unspecified) | 5 | -3 | 11 | 0 | 9
33 | N#CCCNC(=O)CCN1CCOCC1 | -9 | 1 | -10 | 0 | -14
34 | CCc1nnc(NC(=O)CCC(=O)N2CCN(CCc3ccccc3)CC2)s1 | 14 | 0 | -2 | 0 | 3
35 | Cc1cc(=O)[nH]c2nnc(-c3ccc(Cl)cc3)n12 | -5 | -3 | 5 | -1 | -7
36 | CC(=O)N1c2ccc(S(=O)(=O)N3CCCC3)cc2CC1C(=O)NCc1ccccc1F (stereo unspecified) | 18 | 3 | 7 | 4 | 15

# | APJ antagonist | beta cell repl | MPTP block | NLRP3 yeast inh
25 | 11 | -2 | -0.4 | -10
26 | 3 | -3 | -1.0 | 8
27 | -8 | -5 | 0.5 | 6
28 | 2 | -2 | -0.2 | 13
29 | 16 | -3 | 1.3 | 38
30 | 0 | 0 | -0.1 | -29
31 | 6 | -3 | 1.7 | -11
32 | 22 | -1 | 9.4 | 26
33 | 14 | 0 | -0.2 | 16
34 | 8 | 4 | -1.9 | 11
35 | 10 | -3 | -0.2 | 8
36 | -2 | -3 | -2.6 | 10

Further entries
# | compound | tim23-1 inh | APJ agonist | TIM10 inh | GRIN3A LBD mod | tim10-1 inh
37 | COCc1[nH]nc2c1C(c1ccc(F)cc1F)C(C#N)=C(N)O2 (stereo unspecified) | 19 | 5 | -4 | -4 | 6
38 | COc1ccc(OC)c(NC(=O)C(C)N2c3cccc4cccc(c34)S2(=O)=O)c1 (stereo unspecified) | 9 | -1 | -7 | 1 | 14
39 | Cc1cccc(NC(=S)N(CCN2CCOCC2)Cc2ccccc2F)c1 | 16 | 0 | -6 | -2 | 42*
40 | COC(=O)c1ccc(CSc2nnc(N)s2)cc1 | 2 | 0 | -8 | 1 | 18
41 | COC(=O)CCCC1=CC2=CC(=O)C(C)(OC(=O)c3ccc(Cl)nc3)C(=O)C2=CO1 (stereo unspecified) | 3 | 1 | 4 | . | 0
42 | Nc1nonc1-c1nc2ccccc2n1CC(=O)Nc1ccccc1 | -26 | 3 | -10 | 0 | 9
43 | O=[N+]([O-])c1ccc(/C([O-])=C(/C(=S)NCc2ccco2)[n+]2ccccc2)cc1 | 2 | 0 | 5 | -3 | 7
44 | O=C(Oc1ccc(/C=N/O)cc1)c1ccccc1Cl | 47 | -4 | 57* | -32 | 52*
45 | Cc1nnsc1-c1c(C(=O)N2CCOCC2)c(C)nn1-c1ccccc1 | -8 | 0 | 3 | -2 | -1
46 | COc1ccc(/C=N/NC(N)=S)cc1 | 0 | -7 | -15 | 1 | 0
47 | O=C(c1ccc(Cl)c(S(=O)(=O)N2CCOCC2)c1)N1CCc2ccccc2C1 | 15 | -3 | -1 | 0 | 8
48 | O=C(CCc1ccccc1)NNC(=S)NC(=O)c1ccccc1 | -7 | -3 | 13 | -3 | -40

# | APJ antagonist | beta cell repl | MPTP block | NLRP3 yeast inh
37 | -10 | -1 | -0.5 | 4
38 | -3 | 0 | 0.1 | 6
39 | 17 | -2 | -0.2 | -3
40 | 6 | -2 | -1.1 | -9
41 | -12 | 0 | . | 11
42 | 1 | -1 | 1.1 | -12
43 | -5 | -3 | -2.8 | 11
44 | 3 | -3 | -1.3 | 14
45 | -6 | 4 | 1.7 | -1
46 | -10 | -4 | 2.5 | 10
47 | -12 | -4 | -0.2 | 4
48 | 24 | -3 | 6.4 | 31

(more compounds)
# | compound | tim23-1 inh | APJ agonist | TIM10 inh | GRIN3A LBD mod | tim10-1 inh
49 | O=C(COC(=O)Cc1cccc(F)c1)NC(=O)NC1CCCCC1 | 9 | -8 | 9 | -1 | 14
50 | CCN(CC)CCN(C(=O)c1ccccc1OC)c1nc2ccc(F)cc2s1 | 16 | -4 | 5 | -1 | 19
51 | CCOC(=O)N1CCN(S(=O)(=O)N2CCCC(C(=O)NCCc3ccc(C)cc3)C2)CC1 (stereo unspecified) | 14 | -3 | -3 | -2 | 18
52 | CCn1c(C)[n+](CC)c2ccc(S(=O)(=O)N(C)C)cc21 | 22 | 4 | -114 | -2 | 19
53 | NCCCCCC(=O)N/N=C/c1coc2ccccc2c1=O | 4 | 0 | -9 | 0 | -22
54 | COc1ccc(-c2csc(NC(=O)c3ccccc3OC)c2C(=O)O)cc1OC | -6 | 0 | -8 | 0 | -32
55 | O=c1[nH]c(C2CCCN(S(=O)(=O)c3ccccc3)C2)nc2c1nnn2Cc1ccc2c(c1)OCCO2 (stereo unspecified) | -1 | -1 | 8 | -2 | 5

# | APJ antagonist | beta cell repl | MPTP block | NLRP3 yeast inh
49 | -2 | -4 | -0.4 | 25
50 | 6 | -4 | -0.8 | 15
51 | 1 | 0 | 0.9 | 14
52 | 11 | -2 | -1.9 | 17
53 | 8 | 4 | 2.0 | -6
54 | 3 | -1 | 0.4 | 7
55 | 18 | -1 | -0.7 | -3

Screens (PubChem)
